High-throughput results (PubChem BioAssay)
FXIa inh 1536 – human FXIa protease inhibitors, primary screen, biochemical, 1536-well; purified FXIa, Boc-Glu-Ala-Arg-AMC fluorogenic substrate; inhibition, % at 5 µM; 220,000 compounds, 0.14% hits; AID 798, 2007;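 active means inhibition of at least 40%; inactive means inhibition below 40%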;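 further: fluorescence of freed AMC excited at 355 nm; 0% = enzyme without compound and 100% = no enzyme blank; many of its hits are not listed in these tables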
PERK inhibitor – block of dimerizer-induced PERK translation repression, primary screen, PERK inhibitor project, CHO PERK-DD cells, SEAP luminescence, HTS | Eukaryotic translation initiation factor 2-alpha kinase 3 (Homo sapiens), Q9NZJ5 | CHO PERK-DD fusion, SEAP luminescence translation reporter | inhibition, % at 5.6 µM | 220,000 compounds, 0.17% hits;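 active means inhibition above the mean inhibition of all tested compounds plus 3 SD, set separately per screening campaign, cut at about 2.9% in these data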;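 further: PERK kinase domain activated by AP20187 dimerizer at 100 nM; 0% = DMSO with dimerizer and 100% = rapamycin at 8.4 µM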
Furin inhibitor – human furin inhibitors, primary screen, biochemical, fluorescence intensity | P09958 | purified furin, fluorogenic substrate cleavage | inhibition, % at 30 µM | 220,000 compounds, 0.061% hits; in the data active means inhibition above about 25%; further: inactives centre near -15
KCC2 mod – KCC2 cotransporter modulators, thallium flux, primary screen, cell-based, HEK293 KCC2, FluoZin-2 fluorescence, MLSMR. B-score of Tl+ flux slope (higher = more flux/activation; lower = inhibition) at 10 µM. KCC2 cells, thallium flux FluoZin-2 fluorescence. Solute carrier family 12 member 5 (Homo sapiens), Q9H2X9. 190,000 compounds, 2.2% hits;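 active means thallium flux slope and its plate-corrected score both differing from the plate sample mean at a set confidence after two filtering rounds, in either direction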;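 further: slope of fluorescence scaled to starting intensity during 10 to 20 s after thallium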
thrombin 1536 – human alpha-thrombin inhibitors, primary screen, counter-screen for coagulation protease inhibitor project, biochemical, 1536-well, fluorogenic AMC substrate. Boc-VPR-AMC fluorogenic substrate cleavage. Prothrombin (Homo sapiens), P00734. inhibition, % at 5 µM. 220,000 compounds, 0.26% hits;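 active means inhibition at or above 40%; inactive means inhibition below 40%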;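 further: 0% = enzyme with no compound and 100% = wells without enzyme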
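Assay system: human alpha-thrombin enzyme. Reagent: Boc-VPR-AMC substrate, 15 µM final. Compound dosing: one concentration per compound, 5 µM, with 0.2% DMSO. Incubation: room-temperature reaction. Technique: AMC fluorescence, 355/460 nm. Measure: % inhibition relative to enzyme controls and enzyme-free blanks.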
FXIIa inh 1536 – human FXIIa protease inhibitors, primary screen, biochemical, 1536-well; Coagulation factor XII (Homo sapiens), P00748; purified FXIIa, Boc-QGR-AMC fluorogenic substrate, 2 h; inhibition, % at 5 µM; 220,000 compounds, 0.3% hits; in the data active means inhibition above about 40%;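 further: 0% = enzyme with no compound and 100% = blank without enzyme; many of its hits are not listed in these tables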
Target sequence (P00748 20-372 limits assumed): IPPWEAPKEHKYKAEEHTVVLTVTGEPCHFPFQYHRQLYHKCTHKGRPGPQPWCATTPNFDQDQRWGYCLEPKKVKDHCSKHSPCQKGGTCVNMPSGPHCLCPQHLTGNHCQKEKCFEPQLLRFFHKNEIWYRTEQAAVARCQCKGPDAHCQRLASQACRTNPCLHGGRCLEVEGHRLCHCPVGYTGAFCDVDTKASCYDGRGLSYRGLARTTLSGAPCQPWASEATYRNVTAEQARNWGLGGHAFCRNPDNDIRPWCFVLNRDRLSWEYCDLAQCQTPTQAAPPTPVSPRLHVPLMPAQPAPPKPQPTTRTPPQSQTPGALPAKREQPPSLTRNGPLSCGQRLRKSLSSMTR
Target sequence (P00748 373-615 limits assumed): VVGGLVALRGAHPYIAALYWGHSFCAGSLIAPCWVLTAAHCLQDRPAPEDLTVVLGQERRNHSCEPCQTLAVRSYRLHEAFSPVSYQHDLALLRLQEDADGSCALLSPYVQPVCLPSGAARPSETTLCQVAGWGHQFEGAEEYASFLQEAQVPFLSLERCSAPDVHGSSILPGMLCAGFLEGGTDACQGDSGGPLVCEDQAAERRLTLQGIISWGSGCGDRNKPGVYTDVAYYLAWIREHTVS
Wee1 degr inh – Wee1 degradation inhibitors, primary screen, cell-based, HeLa, Wee1K328M-luciferase, luminescence; HeLa Luc-Wee1K328M stability; 100% = proteasome inhibitor MG132 effect; 220,000 compounds, 1.2% hits; reporter increase, % at 5 µM; Wee1-like protein kinase (Homo sapiens), P30291;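 active means activation above the mean of all tested compounds plus 3 SD, set per screening run, cut at about 8.8% in these data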;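 further: cells exposed to compound for 20 h before luminescence read; 0% = DMSO alone and 100% = MG132 at 30 µM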
p97 inhibitor – inhibitors of human p97 ATPase, primary screen, biochemical. Transitional endoplasmic reticulum ATPase (Homo sapiens), P55072. recombinant p97 ATPase, Kinase-Glo ATP luminescence, 3 h. inhibition, % at 8 µM. 220,000 compounds, 0.42% hits. AID 1481, 2009; in the data active means inhibition above about 15%;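 further: 0% = DMSO vehicle and 100% = wells lacking enzyme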
KLK5 inh – human KLK5 protease inhibitors, primary screen, biochemical, 1536-well; inhibition, % at 5 µM; Kallikrein-5 (Homo sapiens), Q9Y337; recombinant hK5, fluorogenic AMC substrate cleavage; 210,000 compounds, 0.59% hits;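 active means inhibition of 40% or more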;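 further: 0% = enzyme controls without compound and 100% = no-enzyme blanks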
Target sequence (Q9Y337 67-293 limits assumed): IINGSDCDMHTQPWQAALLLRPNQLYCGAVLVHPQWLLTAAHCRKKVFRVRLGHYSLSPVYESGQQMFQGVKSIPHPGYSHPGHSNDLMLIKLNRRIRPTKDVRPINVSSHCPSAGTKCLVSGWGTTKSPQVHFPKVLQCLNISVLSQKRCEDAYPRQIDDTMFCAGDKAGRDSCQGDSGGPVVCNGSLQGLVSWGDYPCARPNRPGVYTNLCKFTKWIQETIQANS
* marks the source's active call; other numbers are inactive results; i = inactive; · = no result given; [ ] = dose if it differs, or a comment.

Values in the order: FXIa inh 1536	PERK inhibitor	Furin inhibitor	KCC2 mod	thrombin 1536	FXIIa inh 1536	Wee1 degr inh	p97 inhibitor	KLK5 inh
CCOC(=O)c1[nH]c2ccc(OCC)cc2c1NC(=O)CN1CCN(c2ccccn2)CC1
  -7	-1.1	-14	-0.0029	-4	4	-2	3	-29
CO/N=C(/c1nonc1N)N1CCN(c2ccc([N+](=O)[O-])cc2)CC1
  -1	0.1	-12[20 µM]	1.5	-3	6	2	0	-4
CC1=CC(C)(C)Nc2ccc(OC(=O)CCN3C(=O)c4ccccc4C3=O)cc21
  7	1.9	-22	0.0048	-2	13	-2	2	-12
CN1C(=O)CSC1=NC12CC3CC(CC(C3)C1)C2
  -1	0.2	-11[20 µM]	0.09	-2	3	-3	-1	1
CCOC(=O)c1cc(-c2ccccc2)sc1NC(=O)CN1C(=O)c2ccccc2C1=O
  ·	2.6	-19[20 µM]	-0.023	·	·	1	4	·
COc1ccc(C2C=C(c3ccc(F)cc3)NC(=S)N2)cc1OC (stereo not drawn)
  1	0.2	-14	-0.66	-10	2	-2	3	-8
Nc1ccc(SC(F)(F)F)cc1C(=O)c1ccccc1
  -3	1.6	-26	0.13	-4	9	-1	8	1
COc1ccccc1-n1cc(C(=O)NCC(=O)N2CCN(c3ccccn3)CC2)c2ccccc2c1=O
  1	-0.1	-2	-0.02	-3	10	1	-4	-2
COC(=O)c1oc2c(c1C)C(=O)CC(C)(C)C2
  -4	0.8	-37	0.02	-2	·	0	4	2
CC(=O)Oc1ccc2c(c1)O/C(=C\c1ccncc1)C2=O
  0	-0.5	-5	i	-3	3	-3	9	-1
Cn1c(=O)c2c(ncn2CC(=O)N2CCCc3ccccc32)n(C)c1=O
  1	-0.3	-24	0.27	5	16	0	-3	-1
COc1ccccc1NC(=S)N1CCC(c2nc3ccccc3o2)CC1
  3	0.5	-8	0.013	5	6	0	8	-6
CC(CNC(=O)c1ccc(-c2ccccc2)cc1)CN(C)C (stereo not drawn)
  5	-0.3	7[20 µM]	0.047	-17	-7	-1	7	4
O=C(CNC(=O)c1ccco1)N/N=C/c1ccc(O)c([N+](=O)[O-])c1
  -3	0.5	-7	-0.041	9	3	0	-1	-1
O=C(COc1ccccc1F)N1CCc2ccccc2C1
  0	0.2	-26	-1.5	14	14	0	-1	-4
Cc1noc(NS(=O)(=O)c2ccc(N/C=C/C(=O)c3ccc(F)cc3)cc2)c1C
  1	-0.1	-13	-1	15	7	0	-3	7
CN(C)c1ccc(C(=O)OCC(=O)N2CCCCCC2)cc1
  -4	-0.4	-18	0.64	14	4	0	4	0
O=C(NCc1ccc(Cl)cc1)C1CCN(S(=O)(=O)c2ccccc2)CC1
  -5	-0.4	-14	0.68	-5	1	-5	3	-12
Cn1c(NCc2ccccc2)nc2c1c(=O)n(Cc1ccccc1)c(=O)n2C
  7	-0.6	-12[20 µM]	0.0084	5	18	2	0	3
CCOC(=O)Nc1nnc(Cc2ccc(Cl)c(Cl)c2)s1
  0	1.6	-29	-2.1	2	8	4	-2	3

Further entries:
Values in the order: FXIa inh 1536	PERK inhibitor	Furin inhibitor	KCC2 mod	thrombin 1536	FXIIa inh 1536	Wee1 degr inh	p97 inhibitor	KLK5 inh
COc1ccccc1-c1nnc(N(C)C(=O)C2CCCO2)s1 (stereo not drawn)
  10	-0.8	-18[20 µM]	0.59	5	23	5	2	-13
COc1cc(C2C(C#N)=C(N)Oc3n[nH]c(C)c32)cc2c1OCO2 (stereo not drawn)
  0	-0.7	-3	-0.52	-2	15	0	-1	-4
NC(=O)c1ccsc1NC(=O)COC(=O)/C=C/c1ccc([N+](=O)[O-])cc1
  3	0.9	-10	-0.58	-6	3	0	12	2
COc1ccc(-c2nc3c(=O)n(C)c(=O)[nH]c3n2CCc2ccccc2)cc1
  2	1.7	-1	0.074	-6	8	6	-3	-10
COC(=O)C1=C(NC(=O)COc2ccc(Cl)cc2Cl)CCS1
  -1	-0.6	-13	0.58	-5	4	1	-1	4
CCOC(=O)C1(CCOC)CCN(Cc2ccc(COC)o2)CC1
  0	1.1	-7	1.4	-3	5	-2	-4	·
O=C(CC1c2ccccc2Oc2ccccc21)N1CCN(c2ccccn2)CC1
  14	-1.0	-26	·	19	24	0	-5	38
C=C(C(=O)O)C1CCC2(C)CCCC(C)(O)C2C1 (stereo not drawn)
  3	·	-31	0.51	4	11	·	·	2
COc1cccc(NC(=O)CSc2nc3c(sc4ccccc43)c(=O)n2CCN(C)C)c1
  -5	-0.8	-6	1.3	-2	-1	-1	-2	-15
C/C(O)=c1/cnc2nc3ccccc3n2c1=O
  4	1.4	-49	-1.3	-2	5	-2	6	-1
COc1cc(/C=N/NC(=O)COc2ccc(-n3cnnn3)cc2)ccc1OCC(N)=O
  0	0.8	-25	0.16	5	15	9.2*	6	4
COCc1cc(C)nc(SCc2nc3ccccc3c(=O)[nH]2)c1C#N
  3	0.6	-36	1.4	2	12	-1	6	·
CCCCNC(=O)C1CCN(C(=O)Nc2ccc(C)cc2)CC1
  -4	-0.1	-29[20 µM]	0.83	-4	6	-1	1	-11
Cc1occc1C(=O)N/N=C/c1ccc2c(c1)OCO2
  -2	0.8	-25	1.5	-4	7	7	-87	-3
COc1ccc(CCNC(=O)CCC(=O)N2CCN(S(=O)(=O)c3ccccc3)CC2)cc1OC
  -8	-0.3	-8	0.13	-3	6	3	2	-16
CC1(C)CC(NC(=O)C23CCC(C)(C(=O)C2)C3(C)C)CC(C)(C)N1 (stereo not drawn)
  5	0.0	-10	·	1	2	-2	4	7
O=C(c1ccc2c(c1)OCO2)N1CCN(c2ccccc2)CC1
  6	-0.8	-2	0.27	8	3	-1	-2	-22
N#Cc1cccnc1N1CCN(C(=O)c2ccco2)CC1
  -2	1.6	-32	0.17	-1	3	-3	5	-1
CC(Oc1cccc(F)c1)C(=O)/C=C\N(C)C (stereo not drawn)
  19	-0.8	-20[20 µM]	0.41	-2	14	2	0	-22
COc1cc(C(=O)Nc2nc(-c3cc(C)ccc3C)c(C)s2)ccc1OCC(=O)Nc1ccc(F)cc1
  0	0.6	-18	-0.22	-6	5	3	-3	0

The list goes on.
Values in the order: FXIa inh 1536	PERK inhibitor	Furin inhibitor	KCC2 mod	thrombin 1536	FXIIa inh 1536	Wee1 degr inh	p97 inhibitor	KLK5 inh
CCOC(=O)c1cc2[nH]c3ccccc3c2[n+](-c2ccc([N+](=O)[O-])cc2)c1C
  3	-0.3	-2	-0.66	-6	-5	-1	-4	-14
C[C@@H]1NC(=O)c2cc([N+](=O)[O-])cc(I)c2NCCCC[C@@H](C(N)=O)NC(=O)[C@H](CC(N)=O)NC1=O
  2	-0.8	7	-0.3	-2	8	0	6	-5
COC(=O)c1ccc(Cn2cc(Cl)cn2)o1
  0	0.1	-26	0.11	-5	4	7	8	0
S=c1[nH]nc(-c2ccco2)n1/N=C/c1ccc(Cl)c(Cl)c1
  -2	0.3	-30	3.9	-16	4	-1	3	-2
COc1ccc(CNC(=O)C2CCN(c3nc(OC)nc(OC)n3)CC2)cc1
  7	-0.1	-27[20 µM]	·	-4	13	0	1	-12
CC(C)C(C(=O)Nc1ncn[nH]1)N1C(=O)c2ccccc2C1=O (stereo not drawn)
  -7	0.9	-4[20 µM]	·	-2	9	0	1	-7
CCOc1ccc2nc(NC(=O)Nc3ccccc3)sc2c1
  25	-2.5	-7[20 µM]	·	2	27	4	-5	2
COc1ccc(CCNc2nc3c(c(=O)n(C)c(=O)n3C)n2C)cc1OC
  -5	-0.8	-14[20 µM]	0.009	-7	-6	1	0	-12
COc1cccc(C(C#N)N2CCOCC2)c1 (stereo not drawn)
  -12	0.4	-23[20 µM]	·	1	14	2	5	4
O=C(CSc1nc2[nH]ncc2c(=O)[nH]1)Nc1nccs1
  0	2.6	-37	0.11	-6	6	-4	3	9
Cc1cc(C(=O)COC(=O)c2ccc(N)c([N+](=O)[O-])c2)c(C)n1-c1ccc2c(c1)OCO2
  7	0.5	-9	-0.053	-4	12	4	5	-21
O=C(Cc1ccccc1)NCC(=O)N/N=C/c1cccnc1
  2	1.7	-16	-0.24	0	6	-2	-1	0
COC(=O)c1ccccc1NC(=O)COc1ccc(S(=O)(=O)NC(C)C)cc1
  -4	-1.3	-20	-0.17	0	11	-1	0	3
CCN(CC)c1ccc2cc(-c3nc4ccccc4[nH]3)c(=O)oc2c1
  5	-0.3	4	·	7	14	-2	-4	4
Cc1cc(C)nc(NC(=O)/C=C/c2ccccc2Cl)n1
  -17	-0.2	-17[20 µM]	·	7	-5	0	1	-30
O=C(CN1C(=O)CSC1=O)N1CCCCC1
  8	1.2	-13[20 µM]	0.021	1	12	-1	-2	-8
Cc1ccc(NC(=O)CC2S/C(=N/N=C/c3ccco3)NC2=O)cc1Cl (stereo not drawn)
  -5	1.4	-12	-1	-2	12	-2	1	-11
O=C1CNC(=O)c2c(nc3n2CCC3)N1
  5	-0.2	-25	0.61	3	19	-3	-2	-7
O=S(=O)(c1cc(Cl)ccc1Cl)n1nnc2ccccc21
  -3	1.1	-15	·	-12	5	6	6	-29
CC(C(=O)Nc1cc(C(F)(F)F)ccc1N1CCOCC1)N1C(=O)C2CC=CCC2C1=O (stereo not drawn)
  -6	0.5	-21	·	-1	-1	-3	2	-27

Carrying on:
Values in the order: FXIa inh 1536	PERK inhibitor	Furin inhibitor	KCC2 mod	thrombin 1536	FXIIa inh 1536	Wee1 degr inh	p97 inhibitor	KLK5 inh
CC(C)(C)c1ccc(NC(=O)c2ccccc2)c([N+](=O)[O-])c1
  -4	1.2	-24	-0.22	3	3	4	1	-3
COc1ccc(-n2c(C)c(C(C)=O)c3cc(O)ccc32)cc1
  -6	1.9	-12	·	-2	12	-2	4	1
O=C(CNC(=O)c1cccc(F)c1)N/N=C/C=C/c1ccccc1
  5	0.8	-12	0.62	-1	10	0	0	·
CC(C)(/C=N/NC(=O)CSCc1ccc(Cl)cc1)CCC#N
  1	0.8	-27	-0.57	0	12	-3	0	2
Cc1nc2ccccc2c(=O)n1NC(=O)c1ccccc1Cl
  1	-0.5	-18	0.57	6	1	2	1	14
CCN1CCCC1CNC(=O)CCc1nc(-c2ccc(C)cc2)no1 (stereo not drawn)
  3	0.5	-9[20 µM]	0.29	-1	4	2	1	14
Cc1ccc(C)c(N(CC(=O)NN=C2CCCCCCC2)S(C)(=O)=O)c1
  -5	0.1	-20	-0.68	-1	6	2	-2	-28
CCCCC(=O)Nc1ccc(C(N)=O)cc1
  15	1.8	-22[20 µM]	0.24	14	27	4	3	31
CCC1CCC2(CC1)NNC(=S)NN2
  -2	0.4	-13[20 µM]	0.91	-3	3	0	4	-10
O=C(Cn1cnc2scc(-c3ccccc3)c2c1=O)N1CCOCC1
  0	0.1	-20[20 µM]	1.5	0	13	0	2	11
COc1ccnc(N=CNOCc2cccc(Cl)c2Cl)c1C#N
  9	-0.6	-29[20 µM]	0.6	-1	9	-3	0	5
